High-throughput results from PubChem.
RmlCD inh 1536 – M. tuberculosis RmlC/RmlD coupled enzyme inhibitors, primary screen, biochemical, compound mixtures, 384-well, from 1536-well plates; RmlC+RmlD coupled enzyme assay, percent inhibition; primary screen in compound mixtures; inhibition, % at 3.6 µM; 0.03% of 160,000 active; AID 1533, 2009; in the data active = inhibition mostly above about 34%, no sharp cut-off; inconclusive = no clear call, values can overlap the other calls; inactive = mostly below about 22%; also: some results filed as inactive read as strong as hits
Target sequence (P9WH09 whole entry, looked up): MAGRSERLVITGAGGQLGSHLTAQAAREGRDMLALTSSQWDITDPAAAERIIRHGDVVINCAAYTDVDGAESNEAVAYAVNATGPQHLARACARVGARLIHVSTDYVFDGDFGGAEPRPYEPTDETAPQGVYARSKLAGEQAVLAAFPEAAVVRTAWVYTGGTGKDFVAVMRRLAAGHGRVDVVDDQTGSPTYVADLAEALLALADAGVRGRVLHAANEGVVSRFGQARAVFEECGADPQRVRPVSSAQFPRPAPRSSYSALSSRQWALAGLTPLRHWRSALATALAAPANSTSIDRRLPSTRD
Target sequence (P9WH11 whole entry, looked up): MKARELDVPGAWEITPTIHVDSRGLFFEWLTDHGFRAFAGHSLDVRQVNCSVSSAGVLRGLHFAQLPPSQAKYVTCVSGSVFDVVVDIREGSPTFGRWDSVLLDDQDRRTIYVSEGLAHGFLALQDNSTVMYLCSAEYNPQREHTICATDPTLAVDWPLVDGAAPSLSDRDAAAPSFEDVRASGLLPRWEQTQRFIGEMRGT
GlmU inhibition – inhibition of mycobacterial GlmU enzyme – biochemical, glucosamine-1-phosphate acetyltransferase (AID 1376). inhibition, %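 (tested at 30 µM in the primary screen)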, or IC50 in µM where a hit was titrated. 0.25% of 220,000 active. Bifunctional protein GlmU (Mycobacterium tuberculosis (strain ATCC 25618 / H37Rv)). M. tuberculosis GlmU acetyltransferase enzyme assay; higher % means a stronger effect; in the data active = inhibition above about 13%; inconclusive = no clear call, values can overlap the other calls;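 also: 0% = complete reaction with vehicle and 100% = reaction without substrate; strong numbers were not always called active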
Active calls of the source: *; ? = inconclusive; · = no result given.

compound,RmlCD inh 1536,GlmU inhibition
COc1cc2c(cc1OC)C(c1ccncc1)CC(=O)N2 (stereo unspecified),-10,-4.7%
CC(C)CC(COCc1cccc(Cl)c1)N1CCN(C(=O)c2cccc(C(F)(F)F)c2)CCC1=O (stereo unspecified),·,1.1%
O=S(=O)(/C=C/c1ccccc1)N1CCN(c2ccc(F)cc2)CC1,73,-1.9%
CCOc1ccc(C(c2c(C)[nH][nH]c2=O)c2c(C)[nH][nH]c2=O)cc1OCC,4,-3.7%
Cc1ccc(NC(/C=C/N(C)C)=C/C(=O)C(F)(F)F)c(C)c1,-2,-7.9%
Cc1cc(C)c2nc(-c3ccco3)cc(C(=O)O)c2c1,-4,21%
CCCCOP(=O)(OCCCC)C(O)c1ccc(F)cc1 (stereo unspecified),·,-2.5%
CC(C)CNC(=O)C1CC(=O)OC12CCCCC2 (stereo unspecified),-8,1.9%
Cc1ccc(-c2cc(C(F)F)n3ncc(C(=O)NCc4ccco4)c3n2)cc1,·,-2.9%
Cc1nc(SC(C(=O)c2ccccc2)c2ccccc2)nc2ccccc12 (stereo unspecified),3,3.4%
O=C(NCCCn1ccnc1)/C(=C\c1cccnc1)NC(=O)c1ccccc1F,23,1.5%
CCn1c(CC(=O)Nc2cccc(Cl)c2Cl)nnc1SCCOc1ccc(OC)cc1,-7,3.1%
Cc1onc(-c2ccccc2Cl)c1C(=O)Nc1ccc(-n2nncc2C(C)(C)C)cc1,12,-1.4%
CCCN(CCC)C(=O)C1CC(=O)OC12CCCCC2 (stereo unspecified),9,-3.2%
CCOP(=O)(Cc1cc(C(C)=O)c(C)o1)OCC,14,0.9%
O=C(CSc1ncn(-c2ccccc2)n1)Nc1nncs1,-6,2.4%
c1ccc(Nc2nc3ccccc3n3nnnc23)cc1,·,-6.0%
O=C(Nc1ccc(-c2noc(CCc3ccccc3)n2)cc1)c1ccco1,-6,7.0%
CCN(CC)CCNC(=O)c1ccc(NC(=O)COc2ccccc2F)cc1,-8,-6.2%
CC(C)CN(CC(C)C)S(=O)(=O)N1CCC(C(=O)NCc2cccs2)CC1,14,2.0%

Carrying on.
compound,RmlCD inh 1536,GlmU inhibition
COC(=O)CCC(=O)NC(=S)Nc1cc(Cl)ccc1Cl,4,8.1%
CC(NC(=O)Cn1cccc1C(=O)c1ccccc1)c1ccc2c(c1)OCCO2 (stereo unspecified),?,1.0%
COC(=O)c1c(C)cc(O)c(C)c1O,·,1.6%
COc1cc(C(c2c(C)[nH][nH]c2=O)c2c(C)[nH][nH]c2=O)ccc1OC(=O)c1cccc([N+](=O)[O-])c1,·,-0.9%
O=C(Oc1ccc(C(=S)N2CCCCC2)cc1)c1ccccc1F,24,-2.3%
NC(N)=NC(=S)Nc1ccc(Cl)cc1,·,-26%
O=[N+]([O-])c1ccccc1OCCOc1ccccc1[N+](=O)[O-],-10,7.1%
O=S(=O)(c1cccc2cccnc12)N1CCN(c2ccccc2)CC1,7,1.7%
CC(=O)Nc1ccc(S(=O)(=O)NCC(=O)NC(C)c2ccc(S(N)(=O)=O)cc2)cc1 (stereo unspecified),85,5.6%
O=C1C(c2ccc(F)cc2)N(Cc2ccc3c(c2)OCO3)C(=O)CN1C1CCCCCC1 (stereo unspecified),·,1.5%
CC1=NC(C)(C)Cc2ccccc21,·,1.9%
Cc1onc(-c2ccccc2)c1C(=O)Nc1nc(-c2cc(F)ccc2F)cs1,-11,-1.6%
CCOC(=O)c1c(NC(=S)NC(C)=O)sc(C)c1C,-9,-0.5%
CC(C)c1ccc(/C=N/NC(=O)CN(c2cccc(Cl)c2Cl)S(C)(=O)=O)cc1,·,-2.9%
COc1ccc(CCNC(=O)CN2CCOc3ccccc32)cc1OC,·,-1.0%
CN(C)/C=N/c1nc2nccc(-c3ccccn3)n2n1,-7,-6.2%
O=C(CSc1ncnc2c1oc1ccccc12)Nc1cccc(C(F)(F)F)c1,6,-4.9%
COc1ccc(OCC(O)Cn2c(Nc3cccc(C)c3)nc3c2c(=O)n(C)c(=O)n3C)cc1 (stereo unspecified),·,0.2%
CCOC(=O)C1(CC2CC2)CCN(Cc2ccc(OC)cc2F)CC1,-8,0.8%
CC(Sc1nncn1C)C(=O)Nc1ccc(Cl)cn1 (stereo unspecified),-2,7.4%

New compounds follow:
compound,RmlCD inh 1536,GlmU inhibition
O=C(Nc1ncccn1)c1cc(-c2ccc(F)cc2)nc2ccccc12,1,0.3%
Cn1c(=O)[nH]c(=O)c2c1nc(Br)n2CCC(=O)c1ccccc1,-1,0.1%
CCN(CC)S(=O)(=O)c1cccc(C(=O)N/N=C/c2cc(OC)c(O)c(OC)c2)c1,3,1.9%
C#CCOC(=O)c1ccccc1C(=O)OCC#C,·,6.4%
COc1cc(C2c3c(-c4cc(Cl)c(C)cc4O)n[nH]c3C(=O)N2Cc2cccnc2)ccc1O (stereo unspecified),·,-3.4%
COc1ccc(C)cc1NC(=O)CSc1nnc(-c2ccco2)n1N,2,0.6%
CCC(C)(C(=O)NC1CCCCC1)N(C(=O)CNC(=O)c1ccccc1)c1c(C)n(C)n(-c2ccccc2)c1=O (stereo unspecified),5,7.2%
CN(CCO)c1ccc([N+](=O)[O-])cc1C(=O)O,62,1.6%
CCOn1c(SCC)nc2ccccc2c1=O,-4,-0.8%
CCOc1cc(/C=N\Nc2nc(-c3ccc(C)cc3)c(NC(C)=O)s2)ccc1O,-4,1.4%
COCCCNC(=O)Cn1cnc2sc(C)c(S(=O)(=O)N3CCN(c4ncccn4)CC3)c2c1=O,-11,-4.4%
CCOc1ccc2nc(N3CCCC(C(=O)N4CCN(CC)CC4)C3)sc2c1 (stereo unspecified),6,2.4%
CC(C)Oc1ccc(C(CC(=O)O)NC(=O)c2cccs2)cc1 (stereo unspecified),-8,1.2%
CCS(=O)(=O)Nc1cccc(C(=O)CC2(O)C(=O)Nc3ccccc32)c1 (stereo unspecified),9,-1.8%
CCn1cc(C(=O)N2CCN(c3ccc([N+](=O)[O-])cc3)CC2)c(=O)c2ccc(C)nc21,3,7.2%
Cc1cccc(C)c1NC(=O)CCS(=O)(=O)c1cccc2nsnc12,7,6.2%
O=C1CC(c2cccs2)c2cc3c(cc2N1)OCO3 (stereo unspecified),43,-0.7%
O=c1[nH]c(Nc2nc3ccccc3o2)nc2c1CCCC2,·,2.2%
CSc1ccc(C2c3[nH]c4ccccc4c3CCN2C(=O)c2ccnn2C)cc1 (stereo unspecified),10,0.4%
O=C(CN1C(=O)CSC1=O)Nc1ccc(F)c(F)c1F,·,-6.3%

The last two entries of the section before lead into the next.
compound,RmlCD inh 1536,GlmU inhibition
CSc1ccc(C2c3[nH]c4ccccc4c3CCN2C(=O)c2ccnn2C)cc1 (stereo unspecified),10,0.4%
O=C(CN1C(=O)CSC1=O)Nc1ccc(F)c(F)c1F,·,-6.3%
CC(=O)c1cccc(NC(=S)NC(=O)Cc2ccccc2)c1,-8,-4.5%
CCOc1ccc(N2C(=O)c3cccnc3C2Nc2ccc(Cl)cc2)cc1 (stereo unspecified),3,3.4%
NC(=O)[C@@H]1CCCNc2c(F)cc([N+](=O)[O-])cc2C(=O)N[C@@H](CO)C(=O)N[C@@H](Cc2ccc(O)cc2)C(=O)N1,·,0.6%
CCCOC1OC(=O)c2c1ccc(OC)c2OC (stereo unspecified),7,-5.0%
CCCCc1cc2c(cn1)=C(OC(=O)c1cnc3ccccc3n1)C(C)(OC(=O)CC)C(=O)C=2 (stereo unspecified),·,-1.3%
CCC(=O)N(Cc1ccco1)C1CC(=O)N(c2ccccc2)C1=O (stereo unspecified),·,-4.8%
CSc1cc(-c2ccc(Cl)cc2)[nH]c(=O)c1C#N,·,1.0%
COC(=O)c1ccccc1NC(=O)Cn1ccnc1,3,-2.4%
O=C(Nc1cc2ccccc2oc1=O)C1CCCCC1,·,0.2%
O=S(=O)(NCCSc1ccc(Cl)cc1)c1ccc2c(c1)OCCO2,-4,-3.4%
Cc1ccc2c(c1)C1CN(C)CCC1N2C(=O)Cn1nnc(-c2ccccc2F)n1 (stereo unspecified),5,-8.1%
O=C(Nc1ccc(Cl)cc1C(=O)O)c1ccc2c(c1)C(=O)N(Cc1ccco1)C2=O,·,14%*
O=S(=O)(c1ccc2c(c1)N(Cc1ccc(Cl)cc1)C1CCCN21)N1CCOCC1 (stereo unspecified),8,0.0%
O=C(c1cccs1)N1CCN(S(=O)(=O)N2CCCCC2)CC1,·,-4.0%
CCCN1C(=O)C2C(C(=O)Nc3cccc(OC)c3)C3C=CC2(O3)C1C(=O)NC1CCCCC1 (stereo unspecified),·,-4.4%
CCOCCCNC(=O)c1cc(C)nn1-c1ccccc1,-5,3.9%
Cc1ccc(NC(=O)CSc2nnc(-c3ccc(S(=O)(=O)N4CCCC4)cc3)o2)cc1C,5,11%
Cc1ccn2c(NC(C)(C)C)c(-c3cccs3)nc2c1,·,6.0%
C=C(C)Cn1c(SCC(=O)N/N=C/c2ccccc2OCC(=O)O)nnc1-c1ccc(Br)cc1,-9,1.1%
CC1=CC(C)(C)Nc2ccc(Cc3ccc4c(c3)C(C)=CC(C)(C)N4)cc21,·,-1.9%

Compound profiles, as listed above. Order of values: RmlCD inh 1536, GlmU inhibition
CCC(=O)N(Cc1ccco1)C1CC(=O)N(c2ccccc2)C1=O (stereo unspecified) in the list: ·, -4.8%
NC(=O)[C@@H]1CCCNc2c(F)cc([N+](=O)[O-])cc2C(=O)N[C@@H](CO)C(=O)N[C@@H](Cc2ccc(O)cc2)C(=O)N1 in the list: ·, 0.6%
O=S(=O)(c1ccc2c(c1)N(Cc1ccc(Cl)cc1)C1CCCN21)N1CCOCC1 (stereo unspecified) in the list: 8, 0.0%

Later entries
| Molecule | RmlCD inh 1536 | GlmU inhibition |
| --- | --- | --- |
| COc1cc(S(=O)(=O)N2CCC(C(N)=O)CC2)c(C)cc1C | · | 5.5% |
| COc1ccccc1CC(=O)Nc1cccc(C(=O)Nc2nccs2)c1 | -9 | 0.7% |
| Cc1ccn2c(C(=O)NN=C3CCCCCCC3)c(C)nc2c1 | 15 | -2.9% |
| O=C(O)C1(P(=O)(c2ccc(Cl)cc2)c2ccc(Cl)cc2)CC1 | -3 | -3.9% |
| CC(C)NC(=S)N/N=C1\CCCCC1C1CCCCC1 (stereo unspecified) | -6 | 3.2% |
| Cc1nnsc1-c1nnc(SCC(=O)c2ccc(F)cc2)n1C1CC1 | -2 | 1.1% |
| CN(C(=S)NC(=O)CCCOc1ccc(Cl)cc1Cl)c1ccccc1 | -3 | 3.0% |
| CCN(CC)S(=O)(=O)c1ccc(N(C)C)c(NC(=O)C2CCCC2)c1 | -1 | -0.7% |
| O=[N+]([O-])c1cn(-c2nc(-c3ccco3)cc(C(F)(F)F)n2)cn1 | 8 | -0.8% |
| C=CCOc1ccc(CNc2ccc3[nH]c(=O)[nH]c3c2)cc1 | 4 | -5.0% |
| Cc1csc(NC(=O)c2cn3ccccc3n2)n1 | 1 | 0.5% |
| CC(=O)NS(=O)(=O)c1ccc(N=c2ssc3c2-c2cc(C)c(C)cc2NC3(C)C)cc1 | -5 | 1.3% |
| O=[N+]([O-])c1cccc(-n2nnnc2CN2CCCCCC2)c1 | -5 | 3.7% |
| Cc1[nH]nc2c1C(c1cnn(C)c1)C(C#N)=C(N)O2 (stereo unspecified) | 0 | -0.1% |
| COC(=O)c1cc(C#N)c(Oc2ccc(OC)cc2)nc1C | · | 8.0% |
| CC(=O)Nc1cccc(NC(=O)CSc2nc3ccccc3o2)c1 | 64 | 1.9% |
| Cc1ccc(C(=O)Nc2ccc(S(=O)(=O)NCc3ccco3)cc2)cc1 | · | 5.7% |
| C=CCNC1=C(Cl)C(=O)N(c2cccc(Cl)c2Cl)C1=O | · | -1.2% |
| Cc1nn(Cc2ccccc2)c(Cl)c1/C=C/C(=O)OC(C(=O)NC(N)=O)C(C)C (stereo unspecified) | -13 | 2.7% |
| CCCCn1c(=N)n(CCOc2ccc(C)cc2)c2ccccc21 | -6 | 2.7% |
| CCCc1cc(=O)[nH]c(SCC(=O)c2cc(C)n(CCC)c2C)n1 | 8 | -1.5% |
| CC1CC(C)CN(c2oc(-c3ccco3)nc2C#N)C1 (stereo unspecified) | · | -3.6% |
| Oc1ccc(N=Cc2sc3ccccc3c2Cl)cc1 | -11 | 0.7% |
| Clc1ccsc1-c1csc(-c2cccnc2)n1 | 4 | 2.0% |
| O=C1C(C=NCc2ccco2)=C(O)c2ccccc21 | 11 | -0.6% |
| COc1cccc(CNc2ncn[nH]2)c1OCc1ccc(F)cc1 | 3 | -4.0% |
| CC1=CC(C)C(COC(=O)CN2CCCCC2)C(C)C1 (stereo unspecified) | · | 0.4% |
| CN1CCc2nc3sc(C(=O)NCc4ccccc4)c(N)c3cc2C1 | -8 | -1.9% |
| CC1=C(C(=O)Nc2ccccc2C)C(c2ccc(C)o2)N2C(=O)CSC2=N1 (stereo unspecified) | 2 | 0.4% |
| O=C(Nc1nnc(-c2ccco2)s1)C1CCN(S(=O)(=O)c2ccc(Cl)cc2)CC1 | 8 | 1.2% |
| Cc1cc(C)c(C(=O)COC(=O)c2cccc(S(=O)(=O)NCc3ccccc3)c2)cc1C | 4 | 2.2% |

Individual results from the entries so far.
Value for `COc1cc(S(=O)(=O)N2CCC(C(N)=O)CC2)c(C)cc1C` in GlmU inhibition: 5.5%
Value for `CCCCn1c(=N)n(CCOc2ccc(C)cc2)c2ccccc21` in RmlCD inh 1536: -6
Value for `CC(=O)NS(=O)(=O)c1ccc(N=c2ssc3c2-c2cc(C)c(C)cc2NC3(C)C)cc1` in GlmU inhibition: 1.3%
Value for `Cc1cc(C)c(C(=O)COC(=O)c2cccc(S(=O)(=O)NCc3ccccc3)c2)cc1C` in GlmU inhibition: 2.2%
Value for `Cc1ccc(C(=O)Nc2ccc(S(=O)(=O)NCc3ccco3)cc2)cc1` in GlmU inhibition: 5.7%
Value for `Cc1nn(Cc2ccccc2)c(Cl)c1/C=C/C(=O)OC(C(=O)NC(N)=O)C(C)C` (stereo unspecified) in GlmU inhibition: 2.7%

A portion of the library. The share of hits here may be higher or lower than overall.
